PhoP inhibition – inhibitors of PhoP regulon expression, primary screen, Salmonella Typhimurium, GFP reporter (AID 1863); S. Typhimurium PhoP-regulated promoter GFP reporter, 4 h; higher % means a stronger effect; one-dose inhibition, % at 50 µM; IC50 in µM for titrated hits; 300,000 tested, 0.16% active;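 active = inhibition over 29.93%, a cutoff 3 SD above the screen mean, later confirmed by dose response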;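 also: 0% = low Mg2+ inducing control and 100% = high Mg2+ repressing control; strong numbers were not always called active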
NS5 inhibitors – Dengue-2 NS5 methyltransferase inhibitors, primary screen, biochemical, confirmation dose response (AID 588689). Genome polyprotein (Dengue virus type 2 (strain 16681-PDK53)). Dengue-2 NS5 methyltransferase capping enzyme assay, biochemical; higher % means a stronger effect. one-dose inhibition, % at 25 µM; IC50 in µM for titrated hits. 340,000 tested, 0.3% active; in the data active = a potency from the dose series
Rac1 GTP hydrolysis – MgcRacGAP GTPase-activating activity inhibitors, confirmation, biochemical, ADP Hunter fluorescence; Rac GTPase-activating protein 1 (Homo sapiens); MgcRacGAP-stimulated Rac1 GTP hydrolysis, ADP Hunter fluorescence; higher % means a stronger effect; GST-tagged Rac1 F28L mutant substrate; one-dose inhibition, % at 30 µM; IC50 in µM for titrated hits; 340,000 tested, 0.6% active; AID 624330, 2012;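 active = first-screen hits whose inhibition reached a set limit at any dose in the follow-up dose series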;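 also: fluorescence reports GDP produced by GAP-driven GTP hydrolysis; strong numbers were not always called active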
West Nile virus CPE – West Nile virus antiviral activity, cell-based, CPE readout (AID 1621) | West Nile virus-infected cells, CPE inhibition; higher % means a stronger effect | CPE inhibition, % at 10 µM, or IC50 in µM where a hit was titrated | 290,000 tested, 0.02% active; in the data active = a potency from the dose series; also: strong numbers were not always called active
T cell HTS – modulators of CD8 T cell-vesicle binding, primary screen, mouse 2C CD8+ T cells, flow cytometry; 2C CD8+ T cell-vesicle binding; active compounds read low; calls only at 7 µM; 330,000 tested, 0.068% active;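 active = response, share of CD8 T cells binding vesicles, and their 90th percentile fluorescence all below set limits, cut at about 80% in these data, passing the limit was not always enough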
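Material: 2C TCR transgenic mouse naive CD8+ T cells, MACS-purified. Also added: QL9-charged Drosophila Ld/ICAM-1/B7-1 vesicles. Timing: binding 1.5 h at 37 °C. Measured by: high-throughput flow cytometry with anti-B7-1 and anti-CD8 staining. Read-out: percent CD8+ FL2 mean versus row control. Controls: Unloaded micro-vesicles (low), QL9 vesicles with 0.7% DMSO (high).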
NTR1 agonist – agonists of NTR1, primary screen, imaging, U2OS cells, beta-arrestin-GFP, high content (AID 493036); 330,000 tested, 0.17% active; activation, % at 20 µM; Neurotensin receptor type 1 (Homo sapiens), P30989; NTR1-U2OS beta-arrestin-GFP spot imaging, agonist mode;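 active = activation at or above 40% of the spot to cytoplasm intensity ratio, with at least 20 cells analyzed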;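 also: 0% = DMSO without peptide and 100% = 100 nM NTR1 peptide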
Target sequence (P30989 whole entry, looked up): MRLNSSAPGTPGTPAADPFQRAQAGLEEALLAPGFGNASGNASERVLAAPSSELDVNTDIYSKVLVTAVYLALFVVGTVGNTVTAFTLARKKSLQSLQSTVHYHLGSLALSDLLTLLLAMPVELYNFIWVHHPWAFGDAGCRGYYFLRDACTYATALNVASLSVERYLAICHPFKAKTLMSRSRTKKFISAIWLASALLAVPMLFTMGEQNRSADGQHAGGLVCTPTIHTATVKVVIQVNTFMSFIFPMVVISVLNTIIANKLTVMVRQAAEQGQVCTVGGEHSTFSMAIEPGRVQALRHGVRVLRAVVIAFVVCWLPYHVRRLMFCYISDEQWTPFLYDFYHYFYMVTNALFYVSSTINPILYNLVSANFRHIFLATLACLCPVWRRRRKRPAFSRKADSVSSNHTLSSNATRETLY
RSV CPE inhibition – RSV antiviral activity via CPE protection, HEp-2 cells, primary 10 µM value included (AID 2391) | HEp-2 cells, RSV-induced CPE inhibition; higher % means a stronger effect | CPE inhibition, % at 10 µM; hits with a dose series show IC50 in µM | 310,000 tested, 0.13% active; in the data active = a potency from the dose series; also: strong numbers were not always called active
Large T inhibition – SV40 large T antigen inhibitors, biochemical (AID 1903); one-dose inhibition, % at 20 µM; IC50 in µM for titrated hits; SV40 large T antigen ATPase/helicase inhibition assay; higher % means a stronger effect; 310,000 tested, 0.39% active; in the data active = a potency from the dose series; also: strong numbers were not always called active
UTI89 phage lysis – inhibition of K1F phage lysis, E. coli UTI89, bacterial capsule biogenesis inhibitors, alamar blue (AID 488966); 340,000 tested, 0.02% active; E. coli UTI89 K1F phage lysis, alamar blue, 2 h; higher % means a stronger effect; inhibition, % at 100 µM, or IC50 in µM where a hit was titrated;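 active = phage lysis inhibition, versus mean bacterial control, above a set limit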;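 also: capsule biogenesis inhibitors block K1F phage lysis so surviving cells raise fluorescence; higher fluorescence means more inhibition of phage lysis; actives were called in the ten point dose series up to 300 µM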
T cell HTS vesicle-bound % – second read-out of T cell HTS, no call of its own (marks repeat the call); double positive events, %; measured here: CD8+ vesicle-bound cell fraction;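 binding gate set so that unloaded-vesicle control wells show 10% double positive cells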
NTR1 agonist cell count 20 µM – further read-out of NTR1 agonist, marked with its call; cell count; measured here: cell count, cytotoxicity flag
NS5 inhibitors pilot replicate – second read-out of NS5 inhibitors, no call of its own (marks repeat the call); inhibition, %; measured here: pilot screen replicate inhibition
Starred values were filed as active, the others as inactive; i = inactive; · = no result given; [ ] = remark or other dose.

SMILES	PhoP inhibition	NS5 inhibitors	Rac1 GTP hydrolysis	West Nile virus CPE	T cell HTS	T cell HTS vesicle-bound %	NTR1 agonist	NTR1 agonist cell count 20 µM	RSV CPE inhibition	Large T inhibition	UTI89 phage lysis	others
Cc1ccc(S(=O)(=O)c2cc3c(=O)n4cccc(C)c4nc3n(Cc3ccncc3)c2=N)cc1	7%	2%	12%	2.0%	i	40	4.2	52	19%	4%	0.8%
Cc1oc(-c2ccoc2)nc1CN(Cc1ccccc1)CC1CC1	-10%	-6%	2%	-1.1%	i	1	1.7	37	0.9%	19%	0.1%
O=C(NC(=S)Nc1ccc(Cl)c(C(=O)O)c1)c1ccc(OCc2ccccc2)cc1	1%	6%	9%	-0.1%	i	68	0.6	51	6.2%	1%	-0.4%[50 µM]
O=c1c2ccccc2c(-c2ccccc2)nn1-c1ccccc1	-10%	·	·	-0.9%	i	40	0.8	62	2.1%	6%	·
CCCN(CCC)Cc1c(C(=O)N/N=C/c2c[nH]c3ccccc23)nnn1-c1nonc1N	7%	-6%	6%	-1.1%	i	17	21	38	14%	5%	-0.1%
COc1cc(C2CC(=O)Oc3c(C(CCN4CCOCC4)c4ccc(N(C)C)cc4)c(OC)cc(OC)c32)cc(OC)c1OC (stereo not given)	7%	-2%	12%	0.1%	i	46	0.4	67	0.6%	20%	3.4%
Cc1nc(C)n(CCNS(=O)(=O)c2ccccc2)n1	-2%	-5%	6%	-0.2%	i	40	-0.5	47	1.0%	0%	0.7%
CC1CC(C)(C)CC2(C1)NC(=O)N(CC(=O)NC1CCCc3ccccc31)C2=O (stereo not given)	4%	-8%	6%	-0.6%	i	41	-0.4	35	0.3%	37%	0.1%
CC(=O)Nc1ccc(N(C(=O)c2ccco2)C(C(=O)NC2CCCC2)c2ccncc2)cc1 (stereo not given)	8%	5%	20%	0.4%	i	43	1.2	42	1.6%	0%	0.3%
COc1ccc(C(=O)N(CCCO)Cc2cc3c(C)ccc(C)c3[nH]c2=O)cc1OC	-2%	-5%	12%	0.3%	·	·	·	·	·	21%	0.3%
COC(=O)c1ccc(CNC(=O)C(C)N=C2NS(=O)(=O)c3ccccc32)cc1 (stereo not given)	·	4%	1%	·	·	·	0.8	62	·	·	2.5%[50 µM]
CCN(CC)c1ccc(CNc2nc3ccccc3n2CC)cc1	-5%	-3%	8%	-0.2%	i	1	0.9	54	1.4%	18%	1.0%[50 µM]
COCCNC(=O)C(c1ccc(C)cc1)N(C(=O)CCC(=O)Nc1ccccn1)c1ccc(F)cc1 (stereo not given)	4%	-2%	-6%	-0.9%	i	14	0.0	38	0.2%	3%	-0.1%
CCCCCCC(=O)N/N=C(\C)Cc1ccccc1	1%	2%	12%	-0.2%	i	53	0.7	90	0.7%	3%	0.2%
Cc1cc2ccccc2n1CCNC(=O)c1ccc(S(=O)(=O)N2CCCCC2)cc1	19%	7%	4%	0.4%	i	23	6.3	47	13%	8%	-1.5%
Cc1ccc(S(=O)(=O)N2CCC[C@H]2C(=O)Nc2ccccc2Cl)cc1	·	-4%	2%	·	i	21	1.9	64	·	·	-1.2%
CSc1ncccc1C(=O)Nc1nc2c(C)cccc2s1	-12%	·	-1%	-1.4%	i	39	-0.3	81	0.6%	6%	-0.6%
O=C(NCCNC(=O)c1ccccn1)c1ccc(F)cc1	2%	-13%	-5%	-0.3%	i	28	-0.4	47	-0.1%	-1%	0.2%
O=C(Nc1ncnc2sc3c(c12)CCCCC3)c1ccccc1	13%	-6%	9%	-0.1%	i	18	4.6	88	-1.7%	23%	0.1%
CCCOc1ccc(-c2csc3nc[nH]c(=O)c23)cc1	-9%	-7%	-2%	-0.8%	i	57	4.8	65	8.2%	5%	0.1%	NS5 inhibitors pilot replicate=-4.3
CCOc1ccc(NC(=S)c2ccncc2)cc1	-6%	1%	4%	-1.8%	i	52	6.1	77	3.7%	6%	4.2%[50 µM]
CCOC(=O)C1CCCN(C(=O)CSc2nccn2C)C1 (stereo not given)	6%	-4%	13%	0.1%	i	27	0.3	40	0.9%	2%	1.2%
Cn1c(SCC(=O)Nc2cccc(O)c2)nnc1-c1ccc(S(=O)(=O)N2CCOCC2)cc1	-2%	1%	7%	0.1%	i	18	-0.7	47	-1.0%	6%	2.5%
COc1ccccc1CCN=C(N)NS(=O)(=O)c1ccccc1F	2%	-2%	6%	-0.6%	i	15	2.1	66	0.3%	-7%	-0.2%
CCCCn1c(=O)c(CCC(=O)OCC(=O)Nc2cc(Cl)ccc2OC)nc2ccccc21	7%	-5%	6%	-0.6%	i	46	3.4	45	1.3%	5%	3.7%
COC(=O)NCN1C(=O)C2C3C=CC(C3)C2C1=O (stereo not given)	1%	-4%	8%	0.8%	i	17	0.4	37	0.6%	-1%	0.4%
CC(=O)OCCN1C(=O)c2cccnc2C1=O	-8%	1%	6%	0.1%	i	20	0.4	51	1.1%	-1%	0.2%
CC(C)C(NS(=O)(=O)c1ccc2c(c1)oc(=O)n2C)C(=O)N1CCN(C2CCCCC2)CC1 (stereo not given)	1%	3%	2%	-0.3%	i	32	1.2	62	0.2%	1%	-0.3%
CCOC(=O)N/N=C\c1ccc(C)s1	-6%	-1%	4%	0.2%	i	63	0.3	78	0.4%	7%	0.3%
CN(C(=O)c1ccc(=O)[nH]c1)C1(C(=O)NC2CCCCC2)CCCCC1	-1%	-6%	7%	-0.3%	i	50	-1.5	61	0.7%	-9%	i

A section from the list above, as a working copy:
SMILES	PhoP inhibition	NS5 inhibitors	Rac1 GTP hydrolysis	West Nile virus CPE	T cell HTS	T cell HTS vesicle-bound %	NTR1 agonist	NTR1 agonist cell count 20 µM	RSV CPE inhibition	Large T inhibition	UTI89 phage lysis	others
Cc1ccc(S(=O)(=O)N2CCC[C@H]2C(=O)Nc2ccccc2Cl)cc1	·	-4%	2%	·	i	21	1.9	64	·	·	-1.2%
CSc1ncccc1C(=O)Nc1nc2c(C)cccc2s1	-12%	·	-1%	-1.4%	i	39	-0.3	81	0.6%	6%	-0.6%
O=C(NCCNC(=O)c1ccccn1)c1ccc(F)cc1	2%	-13%	-5%	-0.3%	i	28	-0.4	47	-0.1%	-1%	0.2%
O=C(Nc1ncnc2sc3c(c12)CCCCC3)c1ccccc1	13%	-6%	9%	-0.1%	i	18	4.6	88	-1.7%	23%	0.1%

(listing goes on)
SMILES	PhoP inhibition	NS5 inhibitors	Rac1 GTP hydrolysis	West Nile virus CPE	T cell HTS	T cell HTS vesicle-bound %	NTR1 agonist	NTR1 agonist cell count 20 µM	RSV CPE inhibition	Large T inhibition	UTI89 phage lysis	others
COc1cc(/C=C/C(=O)NC(C)C)ccc1OCc1ccccc1	-15%	-1%	12%	0.6%	i	46	-1.7	93	2.8%	17%	0.3%
NC(=O)c1sc2nc(-c3ccco3)ccc2c1N	22%	-9%	8%	0.1%	i	35	0.0	55	-1.3%	-8%	-0.6%
CCN1C(C(=O)c2ccccc2)=C(Nc2ccccc2C)c2ccccc2S1(=O)=O	3%	-4%	-2%	-0.5%	i	35	2.8	45	19%	8%	2.0%
COc1cccc(Nc2nc(NCCO)c3ccccc3n2)c1	19%	-4%	13%	-0.5%	i	24	2.1	28	1.7%	11%	5.3%
COc1ccc(S(=O)(=O)N2CCNC(=O)CC2)cc1	5%	-10%	12%	0.5%	i	40	0.3	52	-0.5%	-2%	-0.2%
COc1ccc2cc(C3C(C#N)=C(N)OC(C)=C3C(C)=O)c(Cl)nc2c1 (stereo not given)	0%	-3%	1%	-0.3%	i	48	-1.2	94	-0.6%	9%	-1.2%
OCCC1CN(Cc2cnc(-c3ccc(Cl)cc3)nc2)CCN1C1CCCC1 (stereo not given)	-7%	-1%	-4%	-0.4%	i	32	1.6	73	7.1%	12%	0.8%
CCc1sc(C(=O)Nc2ncccc2C)cc1C	1%	-6%	13%	-0.3%	i	30	-0.3	51	2.5%	6%	0.1%
C=C(C)CN(CC)C(=O)CC1C(=O)NCCN1CC(C)(C)C (stereo not given)	-5%	8%	7%	1.0%	i	52	3.0	56	-0.1%	10%	0.4%
CC(=O)NNc1ncnc2c1cnn2-c1ccc(C)cc1	2%	-3%	9%	0.3%	i	21	-0.8	48	-2.0%	14%	0.4%
O=C1c2cccnc2-c2ncccc21	-8%	6%	14%	0.4%	i	8	2.6	42	-0.7%	8%	0.0%
CC(C(=O)Nc1ccc2c(c1)OCO2)c1ccc([N+](=O)[O-])cc1 (stereo not given)	-1%	-1%	4%	-0.5%	i	65	-1.6	71	14%	7%	0.9%
Cc1cccc(NC(=O)Nc2ccc3c(c2)OCO3)n1	-9%	-8%	10%	-0.3%	i	47	0.2	77	5.0%	8%	0.1%
Cc1cc(NC(=O)CCC(=O)N(c2cccc(F)c2)C(C(=O)NC2CCCC2)c2ccccc2)no1 (stereo not given)	9%	-8%	-2%	-0.2%	i	10	-0.3	55	2.9%	4%	0.1%
Cc1ccc(S(=O)(=O)n2nc(OC(=O)c3ccco3)cc2N)cc1	-13%	-13%	-2%	0.7%	i	15	0.9	85	1.3%	16%	0.9%
Cc1cccc(NC(=S)N2CCC(C(=O)c3ccc(F)cc3)CC2)c1C	-5%	-1%	5%	-0.4%	i	23	0.9	47	1.7%	-4%	0.1%
COc1ccc(/C=C2/Sc3ccc(C(=O)N4CCOCC4)cc3NC2=O)cc1OC	-3%	0%	0%	-0.2%	i	23	0.3	58	3.5%	3%	0.7%
Cc1ccc(-c2nc(-c3ccc(Cl)cc3)sc2CC(=O)O)c(C)c1	-4%	1%	4%	0.9%	i	32	2.9	48	-0.9%	17%	-0.3%
Cc1ccc(S(=O)(=O)NCCNC(=O)C2CCCNC2=O)cc1 (stereo not given)	7%	-8%	9%	-0.1%	i	19	-2.9	84	0.9%	5%	5.4%
Cc1ccccc1/C(N)=N/OC(=O)c1ccc(F)cc1	-4%	-5%	-2%	0.1%	i	40	-0.7	36	-0.1%	1%	0.0%
O=C(/C=C/c1ccc(F)cc1)N1CCN(Cc2ccccc2)CC1	·	·	·	·	i	28	1.0	39	1.5%	19%	·
C/C(=N\NC(=S)NCc1ccccc1)c1ccccc1F	-3%	2%	13%	0.0%	i	42	8.5	27	2.4%	7%	1.6%
O=C(Nc1ccccc1)c1ncoc1-c1ccc(Cl)cc1	0%	0%	7%	0.0%	i	22	-0.2	45	·	3%	3.4%
COc1ccccc1C1CC(=O)Oc2cc(C)cc(C)c21 (stereo not given)	·	-7%	5%	·	·	·	-0.3	48	·	·	0.2%	NS5 inhibitors pilot replicate=0.9

Screening data (PubChem)
